# JMJD2A Tudor inh – blocks the human JMJD2A Tudor domain; 390,000 compounds, 4.4% hits; AlphaScreen JMJD2A-Tudor / H3K4me3 peptide binding; Potency, µM (titrated, usually from 114 µM), for the others: at the highest dose activity change, negative = inhibition, actives largely listed as inhibitors; AID 504339; O75164; note: potency is the fitted concentration of half-maximal effect; % is set by controls: 0 for no effect and ±100 for the full control effect; nearly all actives have a fitted effect of over 50% in size
# Target sequence (O75164 whole entry, looked up, the tested form may be a part): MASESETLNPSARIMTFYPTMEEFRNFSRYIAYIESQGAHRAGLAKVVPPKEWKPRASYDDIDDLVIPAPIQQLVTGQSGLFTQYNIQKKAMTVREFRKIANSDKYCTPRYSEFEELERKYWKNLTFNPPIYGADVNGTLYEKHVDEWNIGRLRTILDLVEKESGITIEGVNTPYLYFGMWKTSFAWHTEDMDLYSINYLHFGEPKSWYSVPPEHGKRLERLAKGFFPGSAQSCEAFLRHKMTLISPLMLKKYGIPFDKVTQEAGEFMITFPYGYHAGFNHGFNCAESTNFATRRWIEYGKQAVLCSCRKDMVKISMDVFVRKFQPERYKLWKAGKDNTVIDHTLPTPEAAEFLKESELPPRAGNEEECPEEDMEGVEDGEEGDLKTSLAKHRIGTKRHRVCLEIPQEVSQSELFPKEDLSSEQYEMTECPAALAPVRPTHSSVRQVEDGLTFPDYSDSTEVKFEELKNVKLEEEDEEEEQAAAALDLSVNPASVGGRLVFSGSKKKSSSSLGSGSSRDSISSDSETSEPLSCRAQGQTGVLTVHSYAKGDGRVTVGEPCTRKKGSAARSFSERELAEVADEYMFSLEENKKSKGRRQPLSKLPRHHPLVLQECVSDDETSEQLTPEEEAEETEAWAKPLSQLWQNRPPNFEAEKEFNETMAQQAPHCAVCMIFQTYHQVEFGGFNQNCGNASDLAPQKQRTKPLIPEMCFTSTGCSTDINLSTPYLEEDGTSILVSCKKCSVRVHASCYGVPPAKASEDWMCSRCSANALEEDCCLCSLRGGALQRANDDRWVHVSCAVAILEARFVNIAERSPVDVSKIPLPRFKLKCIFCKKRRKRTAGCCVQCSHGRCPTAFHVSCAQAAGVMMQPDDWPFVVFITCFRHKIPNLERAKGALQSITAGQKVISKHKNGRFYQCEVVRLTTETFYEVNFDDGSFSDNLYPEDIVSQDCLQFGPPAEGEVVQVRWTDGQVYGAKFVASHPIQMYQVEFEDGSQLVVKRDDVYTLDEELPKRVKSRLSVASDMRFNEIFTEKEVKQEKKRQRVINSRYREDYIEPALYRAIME
# G9a block – G9a (human) methyltransferase inhibition; Q96KQ7; G9a H3K9 monomethylation, AlphaScreen, 2 h; Potency, µM (doses to about 102 µM), without a hit: at the highest dose activity, negative = inhibition, actives largely listed as inhibitors; 350,000 compounds, 8.8% hits; AID 504332; note: potency is the fitted concentration of half-maximal effect; % is set by controls: 0 for no effect and ±100 for the full control effect; nearly all actives have a fitted effect of over 75% in size
#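 Signal arises when biotinylated H3K9 peptide, once monomethylated, bridges streptavidin donor and antibody-captured acceptor beads. Enzyme at 20 nM was preincubated 15 min with test compounds; peptide 500 nM and SAM 20 uM then reacted for 2 h.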
# HP1b binding inh – inhibitors of HP1-beta chromodomain binding to methylated histone tails; P83916; AlphaScreen HP1-beta / biotin-H3K9me3 peptide binding; Potency, µM (series often up to 114 µM), for the others: at the top dose activity change, negative = inhibition, usual class: inhibitors; 390,000 compounds, 0.56% hits; AID 540317; note: potency is the fitted concentration of half-maximal effect; nearly all actives have a fitted effect of over 70% in size; inactives centre near 23
#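 AlphaScreen: HP1-beta (50 nM) preformed 30 min with biotin-H3(1-18)K9me3 peptide (50 nM) in PBS pH 7.4, 0.01% Tween-20. Compound added for 30 min at RT, then streptavidin donor/nickel chelate acceptor beads (10 ug/mL) for 30 min.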
# BAZ2B inh – inhibitors of human BAZ2B bromodomain | Q9UIF8 | AlphaScreen BAZ2B-H3K14Ac peptide displacement | Potency, µM (series often up to 114 µM), without a hit: at the top dose activity change, negative = inhibition, usual class: inhibitors | 360,000 compounds, 4.4% hits | AID 504333; note: potency is the fitted concentration of half-maximal effect; % is set by controls: 0 for no effect and ±100 for the full control effect; nearly all actives have a fitted effect of over 60% in size
#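 BAZ2B (50 nM) with biotin-H3(5-23)K14Ac peptide (50 nM) in PBS pH 7.4, 0.01% Tween-20, preformed 30 min, then compound 30 min at room temperature; top concentration 110uM. AlphaScreen streptavidin donor/nickel chelate acceptor beads (10 ug/mL final), 20 min dark, signal read.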
# PGK inhibitor – T. brucei PGK inhibition. AID 602233. 380,000 compounds, 0.043% hits. Potency, µM (series often up to 57.5 µM), inactives show top-dose activity change, negative = inhibition, actives largely listed as inhibitors. P07378. PGK/GAPDH coupled, Kinase-Glo luminescence, 60 min; note: potency is the fitted concentration of half-maximal effect; % is set by controls: 0 for no effect and ±100 for the full control effect; nearly all actives have a fitted effect of over 60% in size
#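 Luminescent ATP detection (Kinase-Glo Plus) follows a 60-minute room-temperature incubation, with wells lacking PGK as controls. Buffer: 100 mM TEA (pH 7.6), 5 mM MgCl2, 0.01% Tween-20. Coupling enzyme GAPDH (100 nM final) supplies unstable 1,3-BPG in-well.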
# PI4K2A block – blocks human PI4K2A kinase activity | purified PI4K2A, ADP-Glo luminescence, 1 h; active compounds read low | 420,000 compounds, 0.13% hits | AID 1346378 | activity change, negative = inhibition, % at 76.9 µM; in the data active = activity change below about -50%; inconclusive = mostly about -30% to -49%;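 note: -100% = wells without enzyme as full effect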
#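 ADP-Glo luminescence measured ADP generated by PI4K2A enzyme (4 ug/mL before mixing) with 1.2 mM PI substrate (pre-mix) and 300 microM ATP (pre-mix). Tris pH7.5 buffer with MgCl2, Triton X-100; 1 h reaction at ambient temperature.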
# Pin1 inh – human Pin1 inhibition. 390,000 compounds, 0.009% hits. Pin1 FP peptide displacement, HiFluor488, 10 min. Potency, µM (titrated, usually from 115 µM), for inactives: at the top dose activity, negative = inhibition, actives largely listed as inhibitors. AID 504891. Q13526; active = well fitted inhibition curve with a large enough effect in the polarisation, with a control signal flat, not every such curve was filed as active; inconclusive = small, poorly fitted or top-dose-only effect, or effect the other way, or a change in a side signal; inactive = no such curve, though single readings can be large or run the other way; the % refers to the polarisation; note: potency is the fitted concentration of half-maximal effect; % is set by controls: 0 for no effect and ±100 for the full control effect
# Pol eta inh – inhibitors of human DNA polymerase eta | Q9Y253 | recombinant Pol eta, fluorescent DNA replication assay | Potency, µM (titrated, usually from 114 µM), inactives show top-dose activity change, negative = inhibition, hits mostly inhibitors | 390,000 compounds, 1.2% hits; note: potency is the fitted concentration of half-maximal effect; % is set by controls: 0 for no effect and ±100 for the full control effect
#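 Fluorescent replication assay: 50 nM final substrate added after a 15 min room-temperature compound preincubation with 10 nM enzyme. Signal taken at 0 min and again at 10 min.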
# GLS inh – inhibitors of human glutaminase (GLS); O94925; GLS enzymatic activity, qHTS titration; Potency, µM (top dose mostly 45.5 µM), for inactives: top-dose activity change, negative = inhibition, actives largely listed as inhibitors; 410,000 compounds, 0.21% hits; note: potency is the fitted concentration of half-maximal effect; % is set by controls: 0 for no effect and ±100 for the full control effect
#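 Assay buffer: 45 mM KH2PO4 pH 8.2, 0.02% Tween-20. hKGA acts on L-glutamine (1 mM solution added); product glutamate is reported by an oxidase/peroxidase Amplex Red coupling, with fluorescence taken at baseline and 30 min.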
# The depositor's hits bear a star; i = inactive; ? = inconclusive; . = not tested or not shown; & = joins results of further samples; [ ] = remark or other dose. Unless noted, calls come from the whole dose curve; as a rule, active = well fitted curve in the direction sought with a large enough effect; inconclusive = small, poorly fitted or top-dose-only effect, or another doubt; inactive = no such curve, though single readings can be large; an effect the other way counts as inactive or inconclusive. Not all compounds are listed (hit frequency here may not be typical).
SMILES,JMJD2A Tudor inh,G9a block,HP1b binding inh,BAZ2B inh,PGK inhibitor,PI4K2A block,Pin1 inh,Pol eta inh,GLS inh
Cc1cc([N+](=O)[O-])c(-c2ccc(/C=N/n3cnnc3)o2)cc1Cl,-25%,?,-6%,-24%,-8%,-7,-4%,-16%,-13%
C=CCOC(=O)Nc1snnc1C,-14%,4%[59 µM],13%,-3%,-10%,-8,-6%,-6%,1%
Cn1c(CCN2CCCCC2)nc2cc(NS(=O)(=O)c3ccccc3)ccc21,-14%[57.1 µM],?,25%,3%,i,3,50%[activator],1%,25%
C=CCn1c(COc2ccc(F)cc2)nnc1SCC(=O)NC1CC1,-15%,-6%,0%,2%,-2%,2,1%,-11%,3%
CC(CCc1ccccc1)NC(=O)COC(=O)c1ccc(S(C)(=O)=O)c([N+](=O)[O-])c1 (centres undefined),-14%,3%,3%,-10%,i,-6,25%,?,3%
COc1ccc(C(=O)OCc2c(C)noc2C)cc1,16%,20%,39%[activator],.,5%,1,-5%,-11%,3%
Cc1cc(=O)oc2cc(OCC(=O)OCC(=O)N3CCC(C)CC3)ccc12,-4%,1%,32%,1%,-1%,2,-14%,2%,-18%
CCn1c(SCC(=O)N2c3ccccc3Sc3ccccc32)nc2c1c(=O)n(C)c(=O)n2C,-8%,-3%[12.7 µM],6%,9%,3%,3,3%,-6%,-2%
O=C(NCc1ccccc1)c1cccc(Br)n1,-15%,11%&-20%,39%[activator],8%,0%,2,0%,-3%,-13%
CC(C)C(=O)N1CCN(c2ccccc2NC(=O)c2cc([N+](=O)[O-])ccc2N2CCOCC2)CC1,-3%,?,6%,?,0%,3,?,-10%,2%
COc1ccc(N(CC(=O)N2CCOCC2)S(C)(=O)=O)cc1Cl,11%[57.1 µM],31%,51%[activator],-8%,-8%,-4,-1%,-18%,-6%
CCCC(C(=O)NC1=NCCS1)c1ccccc1 (centres undefined),-12%,-4%,32%,.,-8%,1,-8%,-5%,0%
Cn1nc(-c2ccc(C(=O)NCCO)cc2)c2ccccc2c1=O,-9%,.,20%,-2%,-2%,1,3%,-5%,5%
CCOC(=O)N1CCN(C(=S)NC(=O)c2ccc(Br)cc2)CC1,-21%,50µM*,13%,-18%,-6%,2,-3%,-4%,2%
CC(=O)c1sc(NC(=O)c2oc3ccc(F)cc3c2C)nc1C,-23%,0%[12.7 µM],44%[activator],-5%,3%,-6,12%,-15%,-1%
Cc1cc(C)c(S(=O)(=O)N2CCCOC2CNC(=O)C(=O)NCCC2=CCCCC2)c(C)c1 (centres undefined),-6%,3%[59 µM],31%,1%,7%,1,2%,-16%,18%
Cc1cccc(NC(=O)[C@@H]2CCCN2C2=NS(=O)(=O)c3ccccc32)c1C,0%,2%[12.7 µM],32%,-3%,2%,-1,1%,-12%,6%
CCc1ccc(NC(=S)Nn2cnnc2)cc1,79µM*,7.9µM*,?,-26%,2%,7,-4%,-15%,0%
O=C(NCCO)c1ccc(CSc2nc3ccccc3[nH]2)cc1,-11%,24%[59 µM],50%[activator],-5%,-4%,-1,-12%,-11%,-1%
Cc1noc(C)c1COc1ccc(C(=O)N2CCC(C)CC2)cc1,-13%,19%[12.7 µM],23%,-21%,-4%,-2,-3%,-15%,12%
CCn1nnnc1SCC(=O)c1cccc(OC)c1,-19%[57.1 µM],?,-9%,0%,2%,0,7%,-3%,6%
O=C(CNS(=O)(=O)c1ccc(C(=O)N2CCCCC2)cc1)N1CCCCC1,56µM*,-42%[12.7 µM],-7%,-18%,-3%,10,-14%,-8%,9%
O=c1c2ccccc2ncn1CCCSc1ccc(Cl)cc1,36%,.,82%,26%,-1%,2,-3%,-18%,0%
COC(=O)c1sc(N)c(C(=O)OC)c1CSc1nnc(-c2ccccc2Cl)n1C,-23%,?,14%,-28%,2%,-2,-1%,10%,-1%
O=[N+]([O-])c1ccc(O)c(-c2cc(C(F)(F)F)nc(-c3ccccc3)n2)c1,-23%,-19%,33%,-2%,i,3,25%,?,-3%
O=C(c1ccco1)N(CC1CCCO1)c1nc(-c2ccccc2)cs1 (centres undefined),-14%,-14%,13%,-34%,-10%,-3,12%,-18%,-1%
CCc1ccccc1OCc1nc2ccc(S(=O)(=O)N3CCOCC3)cc2[nH]1,-17%,?,-17%,4%,-8%,6,-2%,2%,0%
COc1cc(/C=N/NC(=O)c2cccnc2)ccc1OS(=O)(=O)c1ccc(C)cc1,-15%,4%[59 µM],35%,?,0%,-12,0%,-7%,4%
COc1ccc(OC)c(S(=O)(=O)Nc2cc(C)on2)c1,3%,42%,29%,-13%,-1%,-2,-2%,-4%,4%
COc1ccc(NC(=O)c2sc3nc(-c4cccnc4)ccc3c2N)cc1OC,-8%,-1%,27%,4%,-7%,-1,?,-6%,1%
CN(C(=O)CSc1cn(CC(=O)N2CCCC2)c2ccccc12)c1ccccc1,4%,-1%[59 µM],30%,-19%,-7%,0,0%,-15%,7%
CCOC(=O)C1CCN(Cc2ccc(OCc3ccccc3)cc2)CC1,28µM*,28µM*,?,-37%,-2%,8,-11%,3%,-5%
CCOC(=O)COc1ccc(C(=O)NC2CCCCC2)cc1,-5%,-24%[12.7 µM],15%,-5%,0%,-2,10%,3%,-1%
Cc1ccc(S(=O)(=O)NCC(=O)NCC(=O)OCc2c(F)cccc2Cl)cc1,-5%,8.9µM*,18%,3%,-3%,-9,-1%,-12%,2%
COc1ccc(CN2CCN(c3ncnc4sc5c(c34)CC(C)CC5)CC2)cc1F (centres undefined),-8%,?,36%,-18%,-1%,1,-6%,-14%,-2%
COc1ccc2c(c1)c1nc3ccccc3nc1n2CC(=O)OC(C)C,-16%,29%[59 µM],17%,-3%,-8%,-2,?,-11%,-5%

# Of the compounds above, these contain a furan ring, fused or not.
SMILES,JMJD2A Tudor inh,G9a block,HP1b binding inh,BAZ2B inh,PGK inhibitor,PI4K2A block,Pin1 inh,Pol eta inh,GLS inh
Cc1cc([N+](=O)[O-])c(-c2ccc(/C=N/n3cnnc3)o2)cc1Cl,-25%,?,-6%,-24%,-8%,-7,-4%,-16%,-13%
CC(=O)c1sc(NC(=O)c2oc3ccc(F)cc3c2C)nc1C,-23%,0%[12.7 µM],44%[activator],-5%,3%,-6,12%,-15%,-1%
O=C(c1ccco1)N(CC1CCCO1)c1nc(-c2ccccc2)cs1 (centres undefined),-14%,-14%,13%,-34%,-10%,-3,12%,-18%,-1%

# Continuation:
SMILES,JMJD2A Tudor inh,G9a block,HP1b binding inh,BAZ2B inh,PGK inhibitor,PI4K2A block,Pin1 inh,Pol eta inh,GLS inh
COC(=O)Cn1c(C(F)(F)F)nc2ccccc21,-4%,32%[59 µM],22%,-3%,0%,-2,5%,-8%,2%
Cc1cccc(C(C#N)c2ccc(Cl)nn2)c1 (centres undefined),-11%,9%,27%,-1%,i,-1,-3%,-20%,-6%
O=C(O)c1ccccc1/C=N/Nc1ccc(S(=O)(=O)Nc2ccc(Cl)cc2)cc1[N+](=O)[O-],?,.,-39%,.,-5%,1,-8%,-16%,4%
CCCCC(O)(C(NC=O)C(=O)OC)C(F)(F)F (centres undefined),-7%,-45%,40%[activator],-7%,0%,1,2%,-13%,-4%
COc1ccc([C@H]2CC(=O)C=C(c3cc(Cl)ccc3C)C2)cc1,35%,-12%[0.501 µM],71%[activator],22%,-3%,1,-5%,-18%,-6%
CN(C)/C=C/c1oc2ccc(O)cc2c1[N+](=O)[O-],-22%[57.1 µM],50µM*,-20%,25µM*,-6%,-7,20%,-18%,?
CCOc1ccc(CCNC(=O)C2COc3ccccc3C2)cc1OCC (centres undefined),-19%,-4%[59 µM],19%[57 µM],-11%,-2%,-3,0%,-15%,-35%
CCN(C(=O)CSc1nc(C2CC2)n(-c2ccccc2)n1)C1CCS(=O)(=O)C1 (centres undefined),-4%,?,33%[activator],-1%,i,-3,-3%,-16%,-6%
O=C(COC(=O)c1cc(S(=O)(=O)N2CCOCC2)ccc1F)NCc1ccco1,-8%,20%,22%,-22%,-10%,-3,0%,0%,-1%
CCn1c(CNc2cccc(Cl)c2)nnc1SCc1ccccc1,-14%,10%[59 µM],9%,4%,-9%,10,-6%,-1%,21%
CCOC(=O)Cn1nc(C(F)F)c(Br)c1C,-14%,13%,29%,3%,i,-5,0%,-9%,-4%
O=C(NC1CCN(Cc2ccccc2)CC1)c1ccc(Cn2c(=O)c3ccccc3n(Cc3ccccc3)c2=O)cc1,-14%,-4%[59 µM],30%,-14%,7%,-2,9%,?,6%
COc1ccc(CCN2CCCn3c2nc2c3c(=O)n(CC(N)=O)c(=O)n2C)cc1OC,3%,?,18%,-8%,2%,1,-4%,-19%,-10%
CN(CCC1CCCCO1)Cc1cn(C)nc1-c1ccc2c(c1)OCCO2 (centres undefined),-20%,?,23%,2%,i,3,-8%,-3%,0%
COc1cccc(N2CCN(C(=O)c3cccc(S(=O)(=O)N4CCCC4)c3)CC2)c1,.,.,.,.,-9%,5,.,-17%,0%
CCC(C)C(NC(=O)OC(C)(C)C)C(=O)NC(C(=O)N1CCCC1C(N)=O)C(C)CC (centres undefined),-14%,?,33%,-31%,-5%,4,-4%,3%,0%
COc1ncccc1C(=O)NC1CCCc2c1cnn2-c1cc(C)cc(C)c1 (centres undefined),-12%,4%,44%[activator],-25%,-1%,-1,1%,-21%,-1%
O=S(c1ccccc1O)S(=O)c1ccccc1O (centres undefined),0.79µM*,.,3.5µM*,.,-12%,-9,?,22µM*,-50%
COc1ccc(N2CCN(C(=O)NC34CC5CC(CC(C5)C3)C4)CC2)cc1,?,?,-19%,?,-12%,6,-5%,-14%,35%[activator]

# Compound activity (PubChem BioAssay)
